# Source: PubChem BioAssay
# p53 reactivation: qHTS assay for re-activators of p53 using a Luc reporter; H1299 p53-A138V BP100-luciferase reporter, luminescence, 24 h; Potency, µM (highest dose often 92.2 µM), for inactives: at the highest dose activity change, positive = activation, hits mostly activators; 320,000 tested, 0.063% active; AID 504706, 2011; also: potency is read from the fitted curve at half-maximal effect; % of control where 0% means no effect; nearly all actives have a fitted effect of over 45% in size
#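 p53-null H1299 cells stably carrying temperature-sensitive p53-A138V and a BP100-luciferase reporter were pinned with compounds (4-point, 1:5 series) and held 24 hrs at 37 deg C. Luminescence was read 10 min after detection reagent.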
# TRPV1 agonist: HTS Assay for Compounds that Act as Agonists of the Vanilloid Receptor 1 | Transient receptor potential cation channel subfamily V member 1 (Homo sapiens), Q8NER1 | TRPV1-expressing cells, Fluo-8 calcium influx, agonist mode | activation, % at 8.33 µM | 320,000 tested, 0.19% active | AID 540275, 2011; in the data active = activation above about 80%; inconclusive = between about 30% and that limit; also: 0% is about no effect
#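 TRPV1-expressing cells were cultured overnight at 35.5C and loaded with Fluo-8 calcium dye for 40 to 90 min at room temperature. After a 10 s baseline, compound was added and calcium influx was read kinetically for 3 min (ex 480/em 520 nm).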
# Integrin act MD: qHTS for Activators of Integrin-Mediated Alleviation for Muscular Dystrophy. alpha7betagal myoblasts, beta-gal FDG fluorescence, 48 h. Potency, µM (highest dose often 38.3 µM), without a hit: at the highest dose activation, actives largely listed as activators. 350,000 tested, 0.064% active. AID 624291, 2012;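 also: potency is read from the fitted curve at half-maximal effect; 100% = response of the positive control SU9516; nearly all actives have a fitted effect of over 60% in size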
#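 Alpha7betagal+/- myoblasts (passage 13) were plated 16-24 hr, then exposed to compounds (1:260 dilution of DMSO stock) for 48 hours at 37C. After MPER lysis, β-galactosidase reporter activity was read as FDG fluorescence (ex 480/em 540) after 30 minutes.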
# A-T KAP1 phos: qHTS Assay for Identifying a Potential Treatment of Ataxia-Telangiectasia; […] A-T fibroblasts, KAP-1 phosphorylation AlphaLISA; neocarzinostatin DNA damage 30 min before lysis; Potency, µM (titrated, usually from 57.5 µM), for the others: at the highest dose activation, usual class: activators; 320,000 tested, 0.19% active; AID 485349, 2010; also: potency is read from the fitted curve at half-maximal effect; % of control where 0% means no effect; nearly all actives have a fitted effect of over 45% in size
#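 hTERT-immortalized A-T patient fibroblasts ([…]), 500 cells/well in OPTI-MEM, 1% FBS, got compounds for 60 min, then NCS for 30 min at 37C. Lysates were then assayed for phospho-KAP-1 by AlphaLISA (anti-pKAP1 donor, anti-KAP1 acceptor beads), 6 hr at 25C.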
# ELG1 repair inh: qHTS screen for small molecules that inhibit ELG1-dependent DNA repair in human embryonic kidney (HEK293T) cells expressing luciferase-tagged ELG1. 330,000 tested, 2.3% active. HEK293T ELG1-luciferase reporter, luminescence, 16 h; DNA damage induced by 5-fluorouridine. Potency, µM (titrated, usually from 46.1 µM), without a hit: top-dose activity change, negative = inhibition, actives largely listed as inhibitors; also: potency is read from the fitted curve at half-maximal effect; % is scaled to controls: 0 for no effect and ±100 for the full control effect; nearly all actives have a fitted effect of over 55% in size
#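 Cells (2,000 per well) received 5-fluorouridine plus test compound or DMSO and were incubated 16 hr at 37 °C, 5% CO2. Luciferase activity was read by luminescence 30 min after ONE-Glo addition; signal suppression marked inhibition of damage-induced ELG1 function.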
# CXXC DNA block: qHTS Fluorescence Polarization Assay for Inhibitors of MLL CXXC domain - DNA interaction | MLL-CXXC / FITC-HOXA9 DNA fluorescence polarization | Potency, µM (titrated, usually from 115 µM), without a hit: top-dose activity change, negative = inhibition, actives largely listed as inhibitors | 290,000 tested, 0.037% active; active = well fitted inhibition curve with a large enough effect in the polarisation, with a control signal flat, not every such curve was filed as active; inconclusive = small, poorly fitted or top-dose-only effect, or effect the other way, or a change in a side signal; inactive = no such curve, though single readings can be large or run the other way; the % refers to the polarisation; also: potency is read from the fitted curve at half-maximal effect
# Target sequence (Q03164 whole entry, looked up, the tested form may be a part): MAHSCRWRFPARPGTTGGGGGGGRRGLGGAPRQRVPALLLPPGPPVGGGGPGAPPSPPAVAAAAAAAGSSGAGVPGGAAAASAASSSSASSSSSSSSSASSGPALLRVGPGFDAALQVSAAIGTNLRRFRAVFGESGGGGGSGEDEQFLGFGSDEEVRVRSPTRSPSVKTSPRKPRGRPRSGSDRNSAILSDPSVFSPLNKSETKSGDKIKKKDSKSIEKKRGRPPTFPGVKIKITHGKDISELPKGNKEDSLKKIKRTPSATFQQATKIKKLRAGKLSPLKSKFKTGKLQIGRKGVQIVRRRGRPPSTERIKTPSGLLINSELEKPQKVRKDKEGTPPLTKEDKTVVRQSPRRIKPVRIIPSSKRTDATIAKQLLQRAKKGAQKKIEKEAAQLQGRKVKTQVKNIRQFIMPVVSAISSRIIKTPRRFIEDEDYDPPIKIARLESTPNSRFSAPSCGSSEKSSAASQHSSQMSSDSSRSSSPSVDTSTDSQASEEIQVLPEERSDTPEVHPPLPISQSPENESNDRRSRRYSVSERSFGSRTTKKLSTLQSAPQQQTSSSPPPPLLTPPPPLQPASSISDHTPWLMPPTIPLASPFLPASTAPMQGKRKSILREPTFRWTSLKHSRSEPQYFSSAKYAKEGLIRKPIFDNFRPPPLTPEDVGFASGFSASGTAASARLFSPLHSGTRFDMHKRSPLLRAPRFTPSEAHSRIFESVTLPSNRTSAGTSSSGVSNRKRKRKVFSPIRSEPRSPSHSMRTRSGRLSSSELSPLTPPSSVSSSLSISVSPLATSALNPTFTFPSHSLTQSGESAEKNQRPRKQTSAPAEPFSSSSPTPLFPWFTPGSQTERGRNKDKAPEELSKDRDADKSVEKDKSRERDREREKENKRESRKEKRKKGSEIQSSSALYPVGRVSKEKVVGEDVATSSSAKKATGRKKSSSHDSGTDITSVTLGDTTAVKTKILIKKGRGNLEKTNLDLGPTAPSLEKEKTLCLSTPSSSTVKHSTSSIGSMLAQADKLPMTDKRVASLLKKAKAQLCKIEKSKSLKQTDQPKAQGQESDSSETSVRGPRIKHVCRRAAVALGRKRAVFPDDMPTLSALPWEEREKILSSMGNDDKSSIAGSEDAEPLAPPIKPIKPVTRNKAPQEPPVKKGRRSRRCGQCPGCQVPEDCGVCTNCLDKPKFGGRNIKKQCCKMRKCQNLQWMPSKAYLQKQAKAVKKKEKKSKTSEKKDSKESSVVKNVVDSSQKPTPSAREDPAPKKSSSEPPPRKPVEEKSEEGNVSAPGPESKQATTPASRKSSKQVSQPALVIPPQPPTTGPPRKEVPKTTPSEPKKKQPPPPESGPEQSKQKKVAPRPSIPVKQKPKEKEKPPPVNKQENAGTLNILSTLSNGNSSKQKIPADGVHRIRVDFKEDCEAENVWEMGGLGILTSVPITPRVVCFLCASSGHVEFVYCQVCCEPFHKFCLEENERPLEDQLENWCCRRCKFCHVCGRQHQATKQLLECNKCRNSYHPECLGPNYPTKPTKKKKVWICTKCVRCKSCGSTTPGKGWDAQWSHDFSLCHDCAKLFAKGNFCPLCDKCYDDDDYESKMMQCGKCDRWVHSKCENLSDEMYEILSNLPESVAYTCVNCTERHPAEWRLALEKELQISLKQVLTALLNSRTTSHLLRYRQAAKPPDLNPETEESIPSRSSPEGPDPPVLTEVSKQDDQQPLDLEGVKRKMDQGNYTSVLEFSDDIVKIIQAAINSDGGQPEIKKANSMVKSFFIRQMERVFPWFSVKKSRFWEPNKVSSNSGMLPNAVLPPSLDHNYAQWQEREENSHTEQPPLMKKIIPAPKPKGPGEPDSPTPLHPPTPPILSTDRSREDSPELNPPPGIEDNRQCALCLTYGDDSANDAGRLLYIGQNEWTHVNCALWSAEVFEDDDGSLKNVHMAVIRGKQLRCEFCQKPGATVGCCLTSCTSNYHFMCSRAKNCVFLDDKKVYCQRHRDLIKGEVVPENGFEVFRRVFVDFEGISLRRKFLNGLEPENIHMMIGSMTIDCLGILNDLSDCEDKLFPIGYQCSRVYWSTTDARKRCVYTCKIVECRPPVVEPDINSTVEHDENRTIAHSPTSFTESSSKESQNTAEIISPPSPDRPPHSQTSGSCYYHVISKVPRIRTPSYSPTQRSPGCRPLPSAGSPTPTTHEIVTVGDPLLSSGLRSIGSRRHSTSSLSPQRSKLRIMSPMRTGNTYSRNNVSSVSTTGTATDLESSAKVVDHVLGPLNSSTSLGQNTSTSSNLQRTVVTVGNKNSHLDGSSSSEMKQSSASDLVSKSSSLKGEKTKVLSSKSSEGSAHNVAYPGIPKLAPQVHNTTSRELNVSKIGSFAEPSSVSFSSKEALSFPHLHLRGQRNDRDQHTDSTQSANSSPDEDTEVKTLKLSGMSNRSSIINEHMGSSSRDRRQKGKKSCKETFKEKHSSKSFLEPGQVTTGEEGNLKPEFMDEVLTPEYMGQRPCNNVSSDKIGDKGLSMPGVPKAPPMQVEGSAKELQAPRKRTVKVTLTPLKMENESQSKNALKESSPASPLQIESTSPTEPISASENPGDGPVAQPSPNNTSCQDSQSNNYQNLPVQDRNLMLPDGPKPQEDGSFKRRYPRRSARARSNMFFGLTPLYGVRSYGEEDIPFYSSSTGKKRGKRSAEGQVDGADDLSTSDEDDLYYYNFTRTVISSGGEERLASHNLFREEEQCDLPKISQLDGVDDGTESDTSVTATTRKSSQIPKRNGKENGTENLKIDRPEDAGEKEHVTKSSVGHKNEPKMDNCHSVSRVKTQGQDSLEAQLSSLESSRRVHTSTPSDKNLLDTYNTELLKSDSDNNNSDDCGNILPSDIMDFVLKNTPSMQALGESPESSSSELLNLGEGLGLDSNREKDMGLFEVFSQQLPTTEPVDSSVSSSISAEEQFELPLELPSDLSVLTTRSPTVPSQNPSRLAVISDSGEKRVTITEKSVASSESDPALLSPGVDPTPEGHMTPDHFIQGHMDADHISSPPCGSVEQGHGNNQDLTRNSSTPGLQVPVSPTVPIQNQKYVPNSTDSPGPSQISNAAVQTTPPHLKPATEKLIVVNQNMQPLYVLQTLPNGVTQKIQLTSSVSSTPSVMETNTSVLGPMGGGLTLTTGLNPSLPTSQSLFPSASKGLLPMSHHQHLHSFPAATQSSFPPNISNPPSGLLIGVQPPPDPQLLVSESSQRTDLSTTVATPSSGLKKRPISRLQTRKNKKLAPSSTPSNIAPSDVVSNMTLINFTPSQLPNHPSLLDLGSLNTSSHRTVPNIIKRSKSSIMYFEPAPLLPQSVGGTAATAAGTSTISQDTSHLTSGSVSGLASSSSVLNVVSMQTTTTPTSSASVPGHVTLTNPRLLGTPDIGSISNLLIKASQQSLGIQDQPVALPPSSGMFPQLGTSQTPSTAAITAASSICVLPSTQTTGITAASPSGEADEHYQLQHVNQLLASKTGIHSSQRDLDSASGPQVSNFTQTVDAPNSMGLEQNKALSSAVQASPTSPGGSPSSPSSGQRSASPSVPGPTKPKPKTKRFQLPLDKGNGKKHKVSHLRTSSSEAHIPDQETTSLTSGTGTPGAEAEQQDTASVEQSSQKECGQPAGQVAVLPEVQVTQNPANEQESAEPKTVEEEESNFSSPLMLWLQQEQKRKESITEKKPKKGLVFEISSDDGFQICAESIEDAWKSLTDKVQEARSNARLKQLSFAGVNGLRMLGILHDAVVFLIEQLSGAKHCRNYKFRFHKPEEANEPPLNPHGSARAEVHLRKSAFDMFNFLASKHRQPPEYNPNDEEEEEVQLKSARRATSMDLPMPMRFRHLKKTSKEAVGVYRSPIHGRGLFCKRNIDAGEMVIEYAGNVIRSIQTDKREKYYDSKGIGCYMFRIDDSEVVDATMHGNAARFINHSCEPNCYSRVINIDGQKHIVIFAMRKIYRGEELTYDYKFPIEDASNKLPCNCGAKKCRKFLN
#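 Purified MLL-CXXC (added from a 7 uM solution) was preincubated 5 min at ambient with pinned compounds in 50 mM Tris-HCl pH 7.5, 50 mM NaCl, 1 mM DTT, 0.05% BSA. Fluorescein-labeled HOX-A9 DNA (50 nM solution) followed, 30 min, then polarization read.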
# B2AR arrestin: qHTS assay of beta-arrestin-biased ligands of beta2-adrenergic receptor. beta-arrestin recruitment to beta2AR, cell-based reporter. Potency, µM (titrated, usually from 46.1 µM), without a hit: at the highest dose activation, hits mostly activators. 330,000 tested, 0.02% active. AID 492947, 2010;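 also: potency is read from the fitted curve at half-maximal effect; 0% = DMSO controls and full agonism = EC100 isoproterenol or metaproterenol; nearly all actives have a fitted effect of over 65% in size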
# BRCA1 expr act: qHTS Assay to Identify Small Molecule Activators of BRCA1 Expression | MCF7-BRCA1-FFLuc reporter, luminescence, 48 h; response scale: scaled: vehicle 0%, 10 µM genistein 100% | Potency, µM (highest dose often 46.1 µM), without a hit: at the top dose activation, actives largely listed as activators | 380,000 tested, 1.1% active; also: potency is read from the fitted curve at half-maximal effect; nearly all actives have a fitted effect of over 80% in size; some results filed as inactive show a strong effect at the top dose
#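 48 h compound treatment of MCF7-BRCA1-FFLuc cells (phenol-red free MEM, 37 °C), then 15 min with luciferase substrate and luminescence imaging.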
# TSG101-PTAP inh: qHTS Assay for Iinhibitors of HIV-1 Budding by Blocking the Interaction of PTAP/TSG101; Potency, µM (doses to about 115 µM), for inactives: top-dose activity change, negative = inhibition, most hits filed as inhibitors; 340,000 tested, under 10 active; Tumor susceptibility gene 101 protein (Homo sapiens), Q99816; Fluorescence polarization, FITC-PTAP peptide / Tsg101 binding; active = well fitted inhibition curve with a large enough effect in the main read-out, with a control signal flat, not every such curve was filed as active; inconclusive = small, poorly fitted or top-dose-only effect, or effect the other way, or a change in a side signal; inactive = no such curve, though single readings can be large or run the other way; also: potency is read from the fitted curve at half-maximal effect; % of control where 0% means no effect
#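 FP read-out: FITC-PTAP peptide, 50 nM final, binding Tsg101 binding domain, 10 uM final; 20 min, r.t.; 10 mM HEPES pH 7.5, 0.15 M NaCl, 0.01% Tween 20, 3 mM EDTA, 0.1 mM TCEP.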
# TCR act: Activators of T cell receptors: qHTS campaign; 330,000 tested, under 10 active; AID 504894, 2011; Potency, µM (top dose mostly 9.22 µM), without a hit: at the highest dose activation of IL-2 secretion, actives largely listed as activators; primary human leukocytes, anti-CD3, IL-2 HTRF, 48 h; also: % of control where 0% means no effect
#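 Human primary leukocytes + a-CD3 beads + cpd, 48 hr; IL-2 in supernatant by HTRF (ex 320nm / em 665nm). No co-stimulatory signal supplied.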
# The depositor's hits bear a star; ? = inconclusive; · = not tested or not shown; [ ] = remark or other dose. Unless noted, calls follow the shape of the dose curve; as a rule, active = well fitted curve in the direction sought with a large enough effect; inconclusive = small, poorly fitted or top-dose-only effect, or another doubt; inactive = no such curve, though single readings can be large; an effect the other way counts as inactive or inconclusive.
SMILES,p53 reactivation,TRPV1 agonist,Integrin act MD,A-T KAP1 phos,ELG1 repair inh,CXXC DNA block,B2AR arrestin,BRCA1 expr act,TSG101-PTAP inh,TCR act
COc1ccc2nc(NC(=O)c3ccccc3C(=O)O)sc2c1,11.5%,0.5,2.1%,-3.3%,0.0%,?,0.3%,25.3%,-0.2%,9.3%
CS(=O)(=O)c1ccccc1-c1nnc(NC(=O)c2ccc3ncsc3c2)o1,0.8%,-1.9,-5.4%,-4.8%,17.2%,·,-0.1%,19.2%,-6.6%,2.0%
Cc1onc(-c2ccccc2)c1CNS(=O)(=O)c1cccc(Br)c1,1.7%,4.6,3.6%,6.7%,-2.9%,0.4%,0.1%,-14.9%,-1.7%,-5.2%
COc1ccc(/C=C2/CCC(CN3CCOCC3)C2=O)cc1 (stereo not given),·,·,-54.6%[inhibitor],·,·,·,·,-91.0%,-4.1%,-0.4%
O=C(CNCc1ccccn1)Nc1cc(C(F)(F)F)ccc1N1CCOCC1,-1.3%,4.7,1.7%,-1.4%,1.6%,26.0%,0.2%,-35.6%,-2.5%,-5.8%
CCn1ncc(C(=O)Nc2ccccc2C)c1C,24.2%,0.3,19.9%,-4.9%,-6.1%,9.9%,-0.7%,11.1%,-2.3%,4.9%[46.1 µM]
COc1ccc(-c2csc(NC(=O)CSc3n[nH]c(N)n3)n2)cc1,2.5%,7.2,12.3%,1.8%,?,0.3%,-0.1%,-20.6%,-0.1%,8.5%
CCCCCCCOC(=O)c1ccc(OC(=O)c2cccnc2)cc1,?,0.4,4.4%,-3.3%,?,78.1%[activator],0.4%,58.2%,-0.7%,-3.9%
COc1cc(-c2nnc3n(CCc4ccccc4)c(=O)c4ccccc4n23)cc(OC)c1OC,1.1%,-1.0,-22.8%,-0.9%,20.6µM*,1.0%,-0.4%,-38.0%,-7.3%,7.8%[46.1 µM]
COc1cccc(/C=C/C(=O)c2ccc[nH]2)c1,?,?,-2.1%,·,?,-13.1%,0.1%,7.94µM*,-1.4%,8.2%
Cc1cc(S(=O)(=O)N2CCCC2)c(C)s1,-12.5%,0.1,4.1%,2.3%,5.7%,-17.9%,0.0%,6.8%,-6.4%,3.1%
CCc1ccc(Nc2nnc(SCc3cc(=O)n4ccsc4n3)s2)cc1,3.9%,1.5,25.1%,1.8%,16.6%,3.9%,-1.0%,-8.4%,-7.2%,-3.8%
C=CCN(c1ccc(C(=O)N2CCCC2)cc1)S(C)(=O)=O,-4.6%,0.7,26.6%,3.8%,-2.8%,3.0%,-0.3%,4.4%,-4.0%,·
O=C(CN1CCN(S(=O)(=O)c2ccccc2F)CC1)NCC1(N2CCOCC2)CCCCC1,-2.0%,10.4,0.0%,-6.7%,0.7%,·,-0.1%,-7.6%,-3.9%,2.4%
Cc1cc(C(=O)CSc2nnc(-c3ccncc3)n2-c2ccccc2)c(C)n1C,-0.5%,0.4,-13.7%,-2.4%,-21.1%,1.5%,-0.3%,-17.6%,-5.6%,-0.2%
Cc1cccc(C(=O)N[C@H](C(=O)Nc2ncc(C)s2)C(C)C)c1,-0.6%,14.8,5.0%,-1.4%,?,16.4%,0.0%,-21.2%,-5.3%,-4.8%
O=C(Nc1cccc2ncccc12)C(c1ccccc1)c1ccccc1,-5.0%,0.4,?,-0.4%,14.4%,-0.7%,-0.5%,-4.7%,-6.2%,-40.3%
CC(C(=O)Nc1ccc2c(c1)OCO2)n1cnc2c1c(=O)n(C)c(=O)n2C (stereo not given),-4.4%,-0.3,-27.7%,11.2%,28.8%,·,-0.2%,-4.1%,-4.6%,10.6%
Cc1ccc(S(=O)(=O)N2CCC(C(=O)OCC(=O)NC3(C#N)CCCCC3)CC2)cc1C,8.8%,3.6,-2.1%,0.8%,17.9%,·,3.3%,-11.8%,-2.5%,-1.1%
COc1cccc(NC(=O)NC2CCN(CC(=O)Nc3ccccc3[N+](=O)[O-])CC2)c1,-3.5%,-3.9,-16.3%,7.3%,20.6µM*,3.3%,-0.2%,-39.2%,-2.4%,-6.3%
COC(=O)c1nc2n(n1)C(c1ccc(OC)c(OC)c1)C(C(=O)OC1CCCCC1)=C(C)N2 (stereo not given),-0.5%,25.3,-0.2%,0.2%,-4.6%,0.1%,-0.2%,0.9%,-10.1%,-17.5%
Cc1ccc(C)n1-c1ccc(N2CCOCC2)c(Br)c1,?,1.2,-10.6%,-0.3%,?,-2.1%,0.2%,-45.0%,-3.4%,3.7%
O=c1[nH]cc(N=Cc2cc([N+](=O)[O-])ccc2O)c(=O)[nH]1,-22.2%,0.5,·,2.5%,-2.5%,-0.9%,-0.9%,·,·,·
Cc1ccc(C(=O)O)cc1NC(=O)c1cccs1,15.4%,-1.5,18.9%,10.9%,5.2%,3.5%,0.1%,2.2%,-4.3%,-2.3%[46.1 µM]
COCCCn1c(CCC(=O)O)ccc1-c1ccc(F)cc1,3.2%,4.9,1.6%,-2.2%,17.5%,2.8%,-0.2%,3.5%,-1.2%,-1.0%
COC(=O)C(C)N1C(=O)S/C(=C/c2cc(C)n(C(C)C)c2C)C1=O (stereo not given),14.0%,4.6,0.0%,-0.1%,?,8.1%,-0.1%,14.1%,0.3%,-55.5%
Cc1cc(=O)[nH]c(SCC(=O)Nc2ccc(S(N)(=O)=O)cc2)n1,-4.8%,0.6,15.4%,-6.8%,-3.3%,0.5%,0.3%,-2.0%,-0.1%,5.7%
COC(=O)c1ccc2c(C)c(C(C)(C)O)[nH]c2c1,·,4.7,17.8%,5.6%,?,14.7%,-1.0%,74.9%,-1.8%,3.5%
C(CCc1nn[nH]n1)CCC1CCCCC1,·,·,39.7%,·,·,·,·,-6.3%,-10.3%,5.7%
Cc1cc(=O)[nH]c(/N=C(\N)Nc2cccc3ccccc23)n1,11.1%,-1.5,10.6%,0.6%,26.4%,4.5%,0.2%,-46.7%,-2.4%,2.3%
COc1ccc([C@H]2CC(=O)C=C(c3ccc4c(c3)OCO4)C2)cc1,7.1%,20.6,0.0%,10.0%,-2.2%,·,0.2%,0.0%,-6.1%,-2.7%
CC(=O)Nc1ccc(S(=O)(=O)NCC2CCC(C(=O)NC3CCCCCC3)CC2)cc1 (stereo not given),6.6%,-4.5,11.3%,-2.8%,-9.9%,0.9%,-0.8%,-10.8%,-1.2%,-5.9%
CN(C)C(=O)NC1c2ccccc2-c2ccccc21,-6.1%,-0.7,-4.7%,0.7%,-4.6%,41.7%[activator],-0.5%,-14.2%,-0.4%,10.2%
COCCNC(=O)c1cc2c(=O)n3cccc(C)c3nc2n(Cc2ccncc2)c1=N,-1.1%,7.8,14.9%[7.66 µM],-1.1%,-7.0%,-1.8%,0.0%,5.4%,-7.7%,-4.3%
COc1ccc(N(CC(=O)NCc2ccc3c(c2)OCO3)S(C)(=O)=O)cc1OC,-2.4%,-2.9,8.0%,-2.0%,-2.3%,-0.4%,-0.6%,18.2%,-5.6%,2.5%
CN(C)CCCNc1c2c(c(C#N)c3nc4ccccc4n13)CCC2,-1.4%,3.3,·,-0.8%,-10.8%,3.2%,-0.2%,·,·,·
O=S(=O)(c1ccccc1)N1CCN(Cc2cccc(Cl)c2)CC1,-5.0%,8.8,8.8%,3.0%,-3.2%,0.0%,0.3%,-13.1%,-5.2%,3.5%
COc1ccc2nc(NC(=O)CSc3nnnn3C)sc2c1,3.3%,0.4,7.9%,-5.3%,?,-6.5%,-0.3%,?,-6.4%,-4.3%
CCOC(=O)N1CCC(NC(=O)C2CCN(C(=O)N3CC(C)Oc4ccc(C)cc43)CC2)CC1 (stereo not given),·,1.8,11.0%,·,·,-7.1%,·,19.1%,-4.3%,·
O=C(Nc1cccc(S(=O)(=O)N2CCOCC2)c1)c1cc2c(s1)CCC2,2.6%,?,-19.3%,-3.2%,?,2.1%,-0.3%,-31.4%,2.0%,-5.3%
